Compound activity (PubChem BioAssay)
CHX counter: affects cycloheximide protein synthesis inhibition readout, counter-screen | cell reporter, cycloheximide protein synthesis inhibition counterscreen | max response, % | 12% of 300,000 active | AID 2314; in the data active = max response mostly above about 13%, no sharp cut-off; inactive = mostly below about 14%; note: read at 38.3 µM for the half of the compounds with a filed dose; 0% is about no effect
Giardia FBPA inh: inhibitors of Giardia lamblia fructose-1,6-bisphosphate aldolase | AID 2451 | 0.71% of 290,000 active | purified Giardia FBPA | Potency, µM (highest dose often 59.6 µM), without a hit: top-dose activity, negative = inhibition, actives largely listed as inhibitors; note: potency is the fitted concentration of half-maximal effect; % is set by controls: 0 for no effect and ±100 for the full control effect; nearly all actives have a fitted effect of over 55% in size
Target sequence (A8B2U2 whole entry, looked up): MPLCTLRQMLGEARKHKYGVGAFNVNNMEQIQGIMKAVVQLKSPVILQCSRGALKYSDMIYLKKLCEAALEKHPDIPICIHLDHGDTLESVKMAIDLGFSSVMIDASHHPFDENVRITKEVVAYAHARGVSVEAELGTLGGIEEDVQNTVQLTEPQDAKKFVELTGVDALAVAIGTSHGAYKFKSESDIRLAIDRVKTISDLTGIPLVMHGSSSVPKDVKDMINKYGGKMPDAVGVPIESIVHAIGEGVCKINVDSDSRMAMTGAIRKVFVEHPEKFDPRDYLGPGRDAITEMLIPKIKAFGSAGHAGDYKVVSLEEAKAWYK
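Giardia FBPA (40 nM reagent) was preincubated 10 min at RT with compound (up to 57.5 uM final), then substrate plus GAPDH/TPI/NAD/arsenate coupling system with diaphorase/resazurin was added; resorufin fluorescence (525/598 nm) was read after 20 min.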
Pf growth 48h: inhibits P. falciparum growth in the first generation, 48 h; P. falciparum luciferase growth in erythrocytes, 48 h; Potency, µM (titrated, usually from 28.7 µM), for the others: top-dose activity change, negative = inhibition, hits mostly inhibitors; 5.9% of 310,000 active; note: potency is the fitted concentration of half-maximal effect; % is set by controls: 0 for no effect and ±100 for the full control effect
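In quantitative HTS format, infected erythrocytes bearing luciferase-reporter parasites were treated for a single generation at 37 C. Luminescence after adding detection reagent served as the growth measure.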
Sm TGR inh: S. mansoni TGR enzyme inhibition; 3% of 360,000 active; Potency, µM (top dose mostly 114 µM), for inactives: at the highest dose activity change, negative = inhibition, hits mostly inhibitors; purified TGR, DTNB reduction, TNB absorbance 405 nm; note: potency is the fitted concentration of half-maximal effect; % is set by controls: 0 for no effect and ±100 for the full control effect; nearly all actives have a fitted effect of over 60% in size
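Kinetic colorimetric format: TGR-catalysed, NADPH-driven DTNB reduction monitored via TNB absorbance. Enzyme dispensed at 20 nM; compound exposure 15 min at room temperature before reaction start.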
Pf growth 96h: P. falciparum growth inhibition at 96 hours | AID 504834 | P. falciparum luciferase reporter growth, 96 h | 6.9% of 320,000 active | Potency, µM (doses to about 28.7 µM), without a hit: top-dose activity change, negative = inhibition, hits mostly inhibitors; note: potency is the fitted concentration of half-maximal effect; % is set by controls: 0 for no effect and ±100 for the full control effect
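P. falciparum expressing integrated firefly luciferase, in erythrocytes at 2% hematocrit, 0.05% parasitemia, incubated with compounds 96 h at 37 C, 5% CO2. Growth inhibition read as loss of luminescence; two-generation exposure targets delayed-death apicoplast inhibitors.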
Shiga inhibitor: blocks Shiga toxin action in Vero cells; 9.2% of 290,000 active; inhibition, % at 38.7 µM; Vero cells, Shiga toxin protein synthesis inhibition reporter; in the data active = inhibition mostly above about 28%, no sharp cut-off; inactive = mostly below about 43%; note: 0% is about no effect
The depositor's hits bear a star; ? = inconclusive; · = no result given; & = joins results of further samples; [ ] = dose if it differs, or a comment. Unless noted, calls come from the whole dose curve; as a rule, active = well fitted curve in the direction sought with a large enough effect; inconclusive = small, poorly fitted or top-dose-only effect, or another doubt; inactive = no such curve, though single readings can be large; an effect the other way counts as inactive or inconclusive. This is a random part of the collection (roughly 24% active in at least one column).

SMILES	CHX counter	Giardia FBPA inh	Pf growth 48h	Sm TGR inh	Pf growth 96h	Shiga inhibitor
CC(=O)OC(C)C(=O)NS(=O)(=O)c1ccc(C)cc1 (stereo unspecified)	0	1%	-3%	1%	14%	28
Cc1ccccc1-n1cnc2c(sc3nc(N4CCOCC4)c4c(c32)CCCC4)c1=O	-1	-12%	10µM*	8%	?	21
O=C1CN(Cc2cc(=O)oc3cc4c(cc23)CCC4)CCN1	1	7%	12%	-1%	0%	-5
CCN(CC)c1ccc(/C=N/NC(=O)c2ccc([N+](=O)[O-])cc2)cc1	12	7%	16%	3%	44%[activator]	4
CN(CCc1ccccn1)C(=O)CC1C(=O)NCCN1Cc1ccc(-c2ccccc2)cc1 (stereo unspecified)	1	-26%	?	0%	12µM*	11
COc1cc2c(cc1OC)C(c1ccccc1C)CC(=O)N2 (stereo unspecified)	-3	2%	0%	-7%	?	-9
Cc1ccc(C(=O)N2CCN(C3CCCCC3)CC2)s1	0	-4%	-13%	-3%	138%[activator]	10
Cc1nc2sc(C(=O)Nc3ccccc3)c(N)c2c(C)c1[N+](=O)[O-]	50*	4%	192%[activator]	?	?	91*
CCOc1cccc(-c2c(C(=O)N/N=C/c3ccoc3)nnn2-c2nonc2N)c1	-10	·	4%	-15%	?	-5
Cc1[nH]c2ccccc2c1C(=O)NS(=O)(=O)Nc1ccc(Cl)cc1	9	-1%	10%	0%	?	31
CC(C)n1nc(C(=O)N2CCN(S(=O)(=O)c3cccs3)CC2)c2ccccc2c1=O	1	2%	?	-3%	-19%	-6
Cn1c2ccc(F)cc2c2nnc(SCC(=O)Nc3cccc(O)c3)nc21	17	2%	0%	-13%	?	51
O=C(COC(=O)/C=C/c1ccccc1)NCCC1=CCCCC1	8	2%	6%	9%	30%	-5
Cc1c(F)cccc1NC(=O)CCC(=O)O	-3	5%	-3%	0%	?	-6
Cc1ccnc(NC(=O)CCC(=O)N(CC(=O)NCCc2ccccc2)c2ccc(F)cc2)c1	-2	16%	-12%	-9%	-13%	-8
O=C(NCc1cccc(Cl)c1)c1cccc(C(F)(F)F)c1	6	0%	37%[activator]	0%	25%	-4
CNc1ccc(S(=O)(=O)NCC(=O)OCC(=O)Nc2cccc(Cl)c2Cl)cc1[N+](=O)[O-]	-5	-2%	-7%	-6%	2%	-2
O=C(C1=C[C@H](c2csc3ccccc23)C[C@H](OCCCCO)O1)N1CCN(Cc2ccccc2)CC1	-2	?	3.7µM*	18µM*	2.3µM*	-1
O=C(NNS(=O)(=O)c1ccccc1[N+](=O)[O-])c1ccccc1Cl	7	0%	-3%	-8%	1%	-18
COc1ccc(CNC(=O)c2csnn2)cc1	6	1%	14%	5%	·	4
O=C1CC(N2CCOCC2)C(=O)N1c1ccc(Cl)cc1 (stereo unspecified)	-4	1%	7.4µM*	22µM*	0%	-6
O=C1COc2ccc(C(=O)COC(=O)Cc3ccccc3)cc2N1	·	·	?	?	36%[activator]	·
NC(=O)c1cc(-c2ccccc2)nc(N2CCOCC2)n1	-3	2%	?	-1%	3%	-9
O=S(=O)(c1ccc(OCC(O)CN2CCCCC2)cc1)N1CCOCC1 (stereo unspecified)	-3	0%	10%	-22%	-4%[5.75 µM]	53
Cc1[nH]c(C)c(S(=O)(=O)N2CCc3ccccc32)c1C(=O)N1CCCCC1	-2	8%	-8%	-11%	?	-11

Brought forward from above: 3 entries; new compounds follow.
SMILES	CHX counter	Giardia FBPA inh	Pf growth 48h	Sm TGR inh	Pf growth 96h	Shiga inhibitor
NC(=O)c1cc(-c2ccccc2)nc(N2CCOCC2)n1	-3	2%	?	-1%	3%	-9
O=S(=O)(c1ccc(OCC(O)CN2CCCCC2)cc1)N1CCOCC1 (stereo unspecified)	-3	0%	10%	-22%	-4%[5.75 µM]	53
Cc1[nH]c(C)c(S(=O)(=O)N2CCc3ccccc32)c1C(=O)N1CCCCC1	-2	8%	-8%	-11%	?	-11
c1ccc(CNn2c(N3CCOCC3)nc3ccccc32)cc1	-6	2%	?	0%	·	-28
COc1cccc(NC(=S)/C(=C(\[O-])c2cc(C)n(-c3ccccc3F)c2C)[n+]2ccc(N(C)C)cc2)c1	26*	-20%	?	-4%	4.1µM*	76
COc1cccc(Cn2cnc3c(NS(=O)(=O)c4cc(Cl)ccc4Cl)c(C)c(C)cc32)c1	-3	-2%	?	1%	?	-2
O=C(NC1CCCCCC1)C1CCN(C(=O)Cc2ccccc2)CC1	-3	3%	0%	-9%	?	-6
COCCOC(=O)C1=C(C)NC(=O)NC1c1cn(-c2ccccc2)nc1-c1cccs1 (stereo unspecified)	1	9%	-20%	-4%	50%[activator]	10
CC(=O)c1nn(-c2ccc(C(F)(F)F)cc2)c(=O)[nH]c1=O	-2	-23%	-3%	0%	2%	-3
Cc1cc(NC(=O)Cn2cnc3c2c(=O)n(C)c(=O)n3C)n(-c2ccccc2)n1	-1	2%	18%	-2%	15%	-2
O=C(NCCCN1CCCC1=O)c1cc(S(=O)(=O)N2CCOCC2)ccc1Cl	-3	·	7%	2%	10%	-4
Cc1ccccc1CN1CCN(CC(=O)NCc2ccco2)C1=O	5	1%	-4%	40µM*	?	-12
Cc1ccc(C(NC(=O)NC(C)c2ccccc2)C(Cl)(Cl)Cl)cc1F (stereo unspecified)	2	-5%	4.1µM*	-4%	?	-14
Cc1cccc(N/N=C/c2ccc(C)s2)c1	40*	-2%	?	-14%	?	80*
COc1ccc(/C=C(\NC(=O)c2ccc(C)cc2)C(=O)NCCN2CCOCC2)cc1	-7	-7%	9%	-7%	-5%	8
COc1ccc(N(C)S(=O)(=O)c2ccc(Cl)c(C(=O)NCCc3ccc(Cl)cc3)c2)cc1	6	-1%	?	-1%	-20%	20
O=C(NC(=O)c1ccccc1Cl)C(=O)Nc1ccc(Cl)cc1	7	·	8%	-27%	-11%	10
Cc1cc(C)n(-c2ncnc3c2oc2ccccc23)n1	8	0%	52%[activator]	-9%	1%	-6
COc1ccc(-c2noc(=O)n2CC(=O)N2CCC(Cc3ccccc3)CC2)cc1	-1	8%	?	0%	14%	2
CCCCn1ccc(O)c(Cc2ccc(F)cc2)c1=O	1	-6%	?	0%	5%	13
O=C(Nc1cccc(NC(=O)c2ccc(-c3ccc(Br)cc3)o2)c1)c1ccccc1	-9	4%	·	-23%	43%[activator]	-11
Cc1ccc(C(=O)Nc2cc(-c3ccn[nH]3)c(C)n(N)c2=O)cc1	18	3%	280%[activator]	-8%	?	-11
Cc1cccc(NC(=O)C2CCCN2S(=O)(=O)c2ccc3c(c2)n(C)c(=O)c(=O)n3C)c1 (stereo unspecified)	-4	-2%	2%	3%&-12%	8.3µM*	-4
COc1ccc(N=C(N)SCc2ccccn2)cc1	31*	-20%	-15%	-13%	?	46*
O=C(CN1C(=O)C2C3C=CC(C3)C2C1=O)OCC(=O)c1ccc(Cl)cc1 (stereo unspecified)	13	-2%	4%	-7%	-1%	-4
CC1=C(C(N)=O)C(c2cccs2)n2ncnc2N1 (stereo unspecified)	-3	1%	?	-21%	73%[activator]	-2
COc1cc(/C=N/NC(=O)CCn2nc(C)cc2C)ccc1O	-3	0%	0%	16%	13%	3
CCOC(=O)c1cc(-c2ccco2)nc2c1c(C)nn2CCC#N	15	-3%	8.3µM*	4µM*	?	-4

Overlap with the part before: 3 compounds, followed by the next part.
SMILES	CHX counter	Giardia FBPA inh	Pf growth 48h	Sm TGR inh	Pf growth 96h	Shiga inhibitor
CC1=C(C(N)=O)C(c2cccs2)n2ncnc2N1 (stereo unspecified)	-3	1%	?	-21%	73%[activator]	-2
COc1cc(/C=N/NC(=O)CCn2nc(C)cc2C)ccc1O	-3	0%	0%	16%	13%	3
CCOC(=O)c1cc(-c2ccco2)nc2c1c(C)nn2CCC#N	15	-3%	8.3µM*	4µM*	?	-4
Cc1ccc(C(=O)COC(=O)C2C3C=CC(C3)C2C(=O)OCC(=O)c2ccc(C)c(C)c2)cc1C (stereo unspecified)	1	0%	?	8%	1.2µM*	-20
CC(C)(C)c1nnc(NC(=O)COc2ccc3c(c2)OCO3)s1	·	·	104%[activator]	-7%	?	·
N#CC1=C(N)Oc2cc(N)ccc2C1c1cc(Br)cs1 (stereo unspecified)	1	3%	1%	-34%	56%[activator]	-10
Cc1cnc(NS(=O)(=O)c2ccccc2)c(Br)c1	1	-5%	-5%	5%	?	2
CC(=O)NCCC(=O)Nc1nc(C)c(Cc2ccc3c(c2)OCO3)s1	12	-9%	13%	-5%	-20%	13
CCCn1ncc(CN2CCC(n3nccc3NC(=O)c3ccccc3Cl)CC2)c1C	8	·	-8%	-9%	?	-4
CCOCCCNC(=O)CN1C(=O)/C(=C/c2ccccc2C)Sc2ccccc21	-1	-8%	-27%	0%	?	24
CCOC(=O)c1cnn(-c2nc(OC)cc(OC)n2)c1C(F)(F)F	-2	6%	10%	-1%	45%[activator]	18
CC(=O)Nc1ccc(S(=O)(=O)Nc2ccc(N3CCOCC3)cc2)cc1	-4	1%	-5%	-17%	·	4
O=C(COC(=O)c1c[nH]c(=O)[nH]c1=O)NCc1ccccc1	-5	-3%	12%	3%	·	-7
CCN(CC)CCNC(=O)c1ccc(NC(=O)c2cn(-c3ccc(F)cc3)nc2-c2cccc(OC)c2)cc1	-2	5%	1.9µM*	-7%	1µM*	3
COc1cc2nc(SCC(=O)NCCc3ccccc3)n(Cc3ccco3)c(=O)c2cc1OC	-2	-5%	-5%	?	?	40
CC(=O)Nc1ccc(C(=O)N/C(=C\c2ccccc2)C(=O)Nc2cccc(C(=O)O)c2)cc1	-2	8%	?	-2%	-6%	-9
Cc1cccc(C)c1NC(=O)CCCSc1nc2ccccc2s1	8	0%	-1%	-5%	-12%	35
Cc1ccc(C(=O)Cn2c(=N)n(CCN3CCOCC3)c3ccccc32)cc1	·	·	9.3µM*	2%	?	·
CCOC(=O)CCCNC(=O)COC(=O)c1cc(C)cc(C)c1	-3	0%	-15%	2%	-17%	0
COc1ccccc1CN1CC(C(=O)NCc2nc3ccccc3n2C)CCC1=O (stereo unspecified)	-2	·	-16%	5%	9%	-9
COc1ccc(CCNC(=O)COc2ccc(C)nc2[N+](=O)[O-])cc1OC	-2	6%	2%	3%	-3%	-10
O=C(COc1ccc2ccccc2c1)NNC(=O)c1ccc([N+](=O)[O-])cc1	-1	-1%	15%	-8%	?	-4
Cc1cc(C)cc(-n2ccnc2SCC(=O)Nc2nccs2)c1	1	-1%	23%	3%	35%[activator]	-6
CCCCc1nc(SCC(=O)Nc2ccc(S(N)(=O)=O)cc2)n[nH]1	-4	3%	6%	-13%&0%	70%[activator]	-8
COc1c(C)cc(C(=O)C2CCCN(Cc3cnc(N4CCOCC4)s3)C2)cc1C (stereo unspecified)	-1	2%	?	4%[57.1 µM]	45%[activator]	-6
Fc1cccc(NCc2ccoc2)c1	-2	8%	11%	-22%	-103%	-5
Cc1ccc(-n2c(SCC(=O)NCc3ccco3)nc3nc4c(cc3c2=O)COC(C)(C)C4)cc1	5	1%	9.3µM*	22µM*	-11%	14
CC(=O)c1sc(NC(=O)Cc2c(F)cccc2Cl)nc1C	12	-2%	-21%	5%	-22%	-4
Cc1ccc(NC(=O)C2CCCN(c3nccc(C)n3)C2)c(C)c1 (stereo unspecified)	-1	0%	-1%	-7%	3%	-7
COc1ccc(S(=O)(=O)Nc2ccc3c(c2)n(C)c(=O)n3C)cc1C	-3	-5%	29%	-8%	29%	-3
OCCC1CN(C2CCC2)CCN1Cc1ccc(F)c(F)c1 (stereo unspecified)	-1	6%	-1%	-17%	12µM*	-15
COc1ccc(Nc2ncc(C(=O)N3CCC4(CC3)OCCO4)c3ccccc23)cc1	-2	-16%	-4%	-16%	49%[activator]	6
